PDI turbidity: inhibitors of human protein disulfide isomerase. P07237. PDI insulin aggregation turbidity, A650, 90 min. inhibition, % at 10 µM. 350,000 tested, 0.052% active. AID 588391;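 active = mean inhibition across replicates of 30% or more, whatever share of single replicates reach that level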;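 note: absorbance from insulin aggregation driven by PDI reduction with DTT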
Exocytosis inh: lytic granule exocytosis inhibition | TALL-104 LAMP-1 surface exposure, flow cytometry; cells stimulated with thapsigargin and PMA | inhibition, % at 10 µM | 360,000 tested, 0.66% active | AID 651702;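 active = inhibition above about 55%, limit read from the data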
HTR2A ag: mouse HTR2A agonism via beta-arrestin recruitment; CHO-K1 mHTR2A beta-arrestin complementation, luminescence; percent of 30 µM serotonin response; activation, % at 7.6 µM; 360,000 tested, 0.66% active; AID 624169;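 active = activation above a run cutoff, the mean activation of all tested compounds plus 3 SD, cut at about 14% in these data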;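 note: 0% = plate median of compound wells and 100% = 30 µM serotonin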
H9c2 protect: myocardial damage modulation in H9c2 cells; H9c2 cardiomyocytes, H2O2 injury protection, ATPLite, 2 h; protection from H2O2 cell death, % at 20 µM; 360,000 tested, 0.63% active; AID 588492;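 active = compounds giving at least 50% protection of heart cells from peroxide-induced death in the single-dose screen, raw or plate-pattern-corrected value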;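 note: 0% = DMSO wells with peroxide and 100% = DMSO wells without peroxide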
aDG glyco act: alpha-DG glycosylation activation. Pro5-aDG cells, alpha-DG glycosylation AlphaScreen (IIH6); 0% Pro5, 100% B10-LARGE cell signal. activation, % at 10 µM. 360,000 tested, 0.22% active. AID 624168;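 active = activation of at least 8% versus controls, or a plate z-score of at least 8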;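 note: Pro5 are CHO cells carrying HIG-tagged alpha-DG that lacks glycosylation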
N-glyco inh: N-linked glycosylation inhibition | D54 ERlucT glycosylation luciferase reporter, 24 h; percent of 100 nM tunicamycin response | reporter increase, % at 12.5 µM | 360,000 tested, 0.23% active;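 active = mean luciferase reporter signal, scaled so untreated is 0 and the glycosylation-blocking control 100, at or above a set limit in every replicate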;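 note: luciferase carries N-glycosylation sites so blocking glycosylation raises the light; 0% = median of neutral control wells and 100% = median of 100 nM tunicamycin wells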
ABCB6 inh MLPCN: blocks the human ABCB6 transporter; fluorescence ratio to DMSO, % at 10 µM; K562-ABCB6 porphyrin accumulation, flow cytometry, 1 h; hits give low values; 360,000 tested, 0.19% active; AID 602162;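 active = fluorescence ratio to DMSO below 75%, the collection mean minus 3 SD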;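 note: signal is porphyrin accumulated inside mitochondria; 100% equals median channel fluorescence of DMSO control wells; lower ratio means ABCB6 inhibition with less porphyrin fluorescence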
Target sequence (Q9NP58 whole entry, looked up): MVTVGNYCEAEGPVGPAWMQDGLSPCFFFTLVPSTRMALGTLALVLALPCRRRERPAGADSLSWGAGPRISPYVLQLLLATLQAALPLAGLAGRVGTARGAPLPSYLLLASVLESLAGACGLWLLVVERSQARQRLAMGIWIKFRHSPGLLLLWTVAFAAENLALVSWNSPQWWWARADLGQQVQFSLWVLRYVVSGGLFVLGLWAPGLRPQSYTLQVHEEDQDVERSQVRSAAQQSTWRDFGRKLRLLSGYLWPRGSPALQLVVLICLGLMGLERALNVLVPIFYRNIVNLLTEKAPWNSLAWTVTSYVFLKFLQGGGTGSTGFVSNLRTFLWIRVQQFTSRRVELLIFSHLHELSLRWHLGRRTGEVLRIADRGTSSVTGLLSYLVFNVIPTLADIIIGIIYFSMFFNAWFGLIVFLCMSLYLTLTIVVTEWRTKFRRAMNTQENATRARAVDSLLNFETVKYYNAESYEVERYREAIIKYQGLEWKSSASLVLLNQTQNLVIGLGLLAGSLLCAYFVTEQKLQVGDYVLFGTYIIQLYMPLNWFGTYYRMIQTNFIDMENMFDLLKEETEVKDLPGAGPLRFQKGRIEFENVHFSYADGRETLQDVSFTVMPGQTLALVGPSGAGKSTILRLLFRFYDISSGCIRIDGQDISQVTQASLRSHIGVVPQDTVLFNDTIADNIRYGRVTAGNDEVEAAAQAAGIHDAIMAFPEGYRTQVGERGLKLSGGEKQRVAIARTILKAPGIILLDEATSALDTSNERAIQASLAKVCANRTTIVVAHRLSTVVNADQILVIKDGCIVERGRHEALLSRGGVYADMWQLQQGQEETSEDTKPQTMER
CaV13 ICDI inh: Primary screen for inhibitors of IQ motif and Ca2+-dependent inactivation inhibitor domain binding in CACNA1D, Förster resonance energy transfer in living cells, … | inhibition, % at 12.3 µM | 340,000 tested, 0.098% active | HEK cells, CFP/YFP FRET ICDI-IQ, plate reader, 10 min; percent FRET-ratio fall versus neutral wells | AID 743397;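 active = mean replicate inhibition of at least 30% and at least 1% of replicates passing that level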;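 note: 0% = median of the neutral control wells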
Vif imaging: HIV Vif inhibition; HEK293T cells, Vif self-association by quenched fluorescence, imaging, 24 h; inhibition, % at 7.49 µM; 340,000 tested, 0.35% active; in the data active = inhibition above about 50%, passing the limit was not always enough; note: some results filed as inactive read as strong as hits
iPSC survival up: enhancers of human iPSC single-cell survival; AID 602274; hiPSC single-cell survival, ATPlite luminescence; 100% = ROCK inhibitor wells, 0% = DMSO; 360,000 tested, 0.044% active; survival enhancement, % at 20 µM; in the data active = survival enhancement above about 18%;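 note: cells exposed to compounds for 16 hours before the ATP read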
* = called active by the depositor; nt = no result given. The order is random; overall some 3.1% were active at least once.

SMILES	PDI turbidity	Exocytosis inh	HTR2A ag	H9c2 protect	aDG glyco act	N-glyco inh	ABCB6 inh MLPCN	CaV13 ICDI inh	Vif imaging	iPSC survival up
COc1ccc(NC(=O)N(C)C[C@H]2Oc3ccc(NS(=O)(=O)c4cn(C)cn4)cc3C(=O)N([C@H](C)CO)C[C@@H]2C)cc1	-8.1	-2.9	-4.4	-0.1	-0.1	3.7	96.0	-6.3	-1.0	-2.1
CC(=O)N1CCN(C(=O)c2cc(S(=O)(=O)N(C)Cc3ccccc3)ccc2Cl)CC1	-2.6	-7.2	-0.9	4.2	0.1	-0.3	101.0	-6.0	-11.4	-0.4
COc1cc(CO)cc(Br)c1OCC(=O)N1CCCCC1	4.3	-0.5	1.2	3.7	0.6	1.1	101.0	-5.5	-2.4	-1.4
Cc1cc(C)c(C(=O)Nc2cccc(F)c2)c(Cl)n1	-0.2	13.7	-1.1	-7.2	-0.5	0.1	99.0	-1.4	5.5	-0.5
CCCCn1nnnc1NCc1ccc(C)cc1	-3.7	-0.2	-3.1	5.5	0.1	0.5	92.0	0.8	-3.0	-0.1
CS(=O)(=O)c1ccc(NC(=O)c2ccc3c(c2)S(=O)(=O)N=C2CCCCCN23)cc1	-2.0	-4.6	0.4	-0.5	-0.3	2.3	102.0	-6.0	-13.6	0.6
CCOC(=O)c1ccc(NC(=O)CS(=O)(=O)c2cn(CC)c3ccccc23)cc1	-0.4	-1.8	-0.1	-7.2	-0.1	0.5	77.0	-4.5	-8.0	1.8
COCCCNS(=O)(=O)c1ccc2[nH]c(=O)[nH]c2c1	5.0	3.4	-1.3	-2.4	-0.1	2.4	96.0	-9.8	-2.2	-0.4
O=C(O)c1ccc(CSc2nnc(-c3ccco3)o2)cc1	nt	-0.2	2.1	-0.3	0.0	1.0	104.0	-2.1	-12.3	-2.8
CCc1nc2ccc(C(=O)NCCOc3ccc(OC)cc3)cn2c1N(C)Cc1nccn1C	-6.7	-10.0	-5.8	4.7	0.0	0.7	98.0	-6.8	15.1	-3.4
Cc1cccc(N2CCN(C(=O)c3ccncc3)CC2)c1C	-5.0	-0.9	-2.3	4.2	0.0	17.0	97.0	nt	nt	-0.4
O=C1CC(NS(=O)(=O)c2cccs2)CN1c1cccc(F)c1 (centres undefined)	-2.3	-0.5	1.4	6.0	0.0	1.8	98.0	-6.0	-9.6	0.2
COc1ccc(C(C)(NC(C)=O)c2nc(-c3cncnc3)cs2)cc1 (centres undefined)	-14.8	0.2	9.2	-0.6	0.0	3.7	99.0	-9.4	nt	3.3
CCOC(=O)/C(C#N)=C/c1cccn1-c1ccc(Cl)cc1	19.5	6.1	-1.5	2.1	-0.1	-4.7	98.0	-20.1	-8.6	0.7
COc1ccc2c(c1)CCC/C2=N/OC(=O)c1ccccc1OC	-3.1	0.6	-1.9	-2.4	0.4	-0.4	98.0	-4.3	8.2	-0.8
COc1ccc(/C=N/NC(=O)Nc2cccc3nsnc23)cc1OC	6.2	1.9	1.1	6.9	-0.2	-6.9	93.0	-5.1	-4.5	2.2
O=C(/C=C/c1ccc(F)cc1)Nc1ccc(S(=O)(=O)Nc2ncccn2)cc1	5.6	-0.2	6.1	-3.3	0.3	-1.9	104.0	-5.4	0.8	-0.1
O=C(C1CCCN(S(=O)(=O)c2cccc3nonc23)C1)N1CCC(Cc2ccccc2)CC1 (centres undefined)	-5.1	4.3	-2.4	-13.7	0.6	-4.3	100.0	-1.4	-10.2	-0.3
CC(=O)Nc1cccc(-c2ccnc3c2CC(C(=O)Nc2ccc(Cl)cc2)O3)c1 (centres undefined)	3.6	-2.3	0.9	-1.4	0.3	9.9	94.0	-8.5	-30.1	-0.9
CCOC(=O)N/N=C/c1ccc(OCCSc2ccc(Cl)cc2)c(OCC)c1	1.6	0.6	-1.9	1.9	0.0	0.5	99.0	-4.2	0.5	-2.1
CCCCNC(=O)CCCCn1c(=S)[nH]c2c([nH]c3ccc(OC)cc32)c1=O	6.1	9.6	-1.1	-8.2	-0.4	-1.0	92.0	-3.8	-4.7	-0.1
COc1ccc2[nH]c(=O)c(CN(CCCN3CCOCC3)C(=O)NCc3ccccc3)cc2c1	-3.6	-6.7	-2.2	-2.9	-0.2	-0.3	89.0	nt	15.7	-0.3
Cc1ccc(Cl)cc1N1CCN(S(=O)(=O)c2ccc(-c3ccc(=O)[nH]n3)o2)CC1	5.4	21.6	-0.7	2.5	-0.1	18.8	101.0	-4.9	-7.9	-0.2
COc1ccc(-c2cc(NC(C)=O)c3ncc(-c4ccc(OC)c(OC)c4)n3c2)cc1OC	-0.6	36.0	1.7	66.8*	0.2	0.7	99.0	-11.8	nt	3.1
CN(CC(O)COc1c(F)cc(Br)cc1F)C1CCCCC1 (centres undefined)	9.9	14.9	-0.9	1.2	0.2	-1.7	103.0	0.8	0.2	0.1
CCN(CC)CCCn1c2c(c(SCC(=O)Nc3cccc(C(C)=O)c3)nc1=O)CCC2	8.1	-1.5	1.9	18.7	-0.2	-3.0	93.0	-5.7	45.7	-0.3
O=c1ccc2nc3ccccc3sc-2c1	nt	18.7	-3.3	-10.8	1.5	2.1	106.0	-10.4	nt	0.7
CC(=C\c1ccccc1)/C=C1/SC(=S)N(C(C(=O)O)C(C)C)C1=O (centres undefined)	-2.1	-3.9	-2.1	-6.8	0.0	0.5	97.0	7.7	2.3	2.9
Cc1ccc(C(=O)NN2C(=O)C3C4C=CC(C4)[C@@H]3C2=O)cc1 (some centres undefined)	3.0	6.5	-1.1	-1.2	0.0	2.1	106.0	-5.6	-14.0	-0.1
O=C(NCCC1=CCCCC1)c1ccc(Cl)c(S(=O)(=O)N2CCCCC2)c1	-3.3	10.8	-6.0	-12.6	0.7	-5.2	86.0	nt	-13.2	-0.3
CCOc1cc2[nH]c(=S)n(Cc3ccc(C(=O)NCCOC)cc3)c(=O)c2cc1OCC	-3.5	3.0	0.4	5.2	3.7	0.8	98.0	-5.7	-4.8	1.3
CCOc1ccc(NC(=O)CCNC(=O)c2ccco2)cc1	10.3	7.1	-4.0	-5.6	0.1	-0.2	95.0	-3.5	3.6	0.4
CC(=O)NC12CC3CC(C1)CC(C(=O)Nc1nccs1)(C3)C2	4.4	2.6	-1.3	-6.7	-0.4	-0.3	100.0	-5.0	5.8	-3.1
C=CCc1ccc(OCCCOc2ccc(C)cc2OC)c(OC)c1	4.1	-3.3	-5.3	-16.4	0.7	1.3	113.0	-1.6	-7.4	-0.4
CN(C)S(=O)(=O)c1ccc(C(=O)Nc2ccc(CCC(=O)N3CCCC3)cc2)cc1	1.1	1.1	3.1	-2.0	-0.2	-1.3	102.0	nt	18.6	-0.5
Cc1csc(SCC(=O)c2c(N)n(CC(C)C)c(=O)n(C)c2=O)n1	-0.2	-1.3	-0.1	-10.6	1.0	2.5	97.0	-2.9	0.3	0.6
Cn1nc(SCc2ccccc2)c(=O)n(C(c2ccccc2)c2ccccc2)c1=O	1.5	1.6	-3.6	-2.7	-0.5	-4.5	93.0	-10.1	-4.6	1.2
O=C(c1cc2ccccc2oc1=O)N(Cc1cccs1)Cc1ccccc1Cl	-3.3	-0.9	-3.3	-2.5	-0.3	-4.2	98.0	-4.6	-7.1	0.3
c1ccc(N2CCN(c3nnnn3-c3ccccc3)CC2)cc1	3.8	-0.9	-5.1	-7.1	0.0	-0.3	115.0	-5.3	-6.3	1.3
O=C(CN(c1cc(C(F)(F)F)ccc1Cl)S(=O)(=O)c1ccccc1)NCc1cccnc1	-7.7	-5.2	7.9	6.0	0.2	-1.1	101.0	-5.8	1.4	-0.5
Cc1ccccc1NC(=O)C1CCCN(S(=O)(=O)c2cnc[nH]2)C1 (centres undefined)	-3.2	-1.1	4.2	4.7	0.1	2.5	95.0	-11.8	19.1	0.9
Clc1ccccc1N=C1SCCS1	3.2	-9.5	-2.8	3.0	0.0	0.1	98.0	-4.1	9.3	-0.2
O=C(NCCCN1CCOCC1)c1cc(-c2ccc(Cl)s2)nc2ccccc12	-0.7	0.2	-11.1	2.3	0.1	-1.0	90.0	-5.8	3.0	-0.6
Cc1c(C(=O)Nc2ccccn2)oc2ccccc12	-6.6	-5.4	3.5	-5.8	0.0	-5.1	98.0	-8.8	-1.9	-1.7
COc1ccccc1C(=O)N/C(=C/c1ccc(Br)cc1)C(=O)NCC(=O)O	0.0	-1.9	1.9	1.7	0.0	3.5	101.0	-4.4	-3.6	-1.6
CCOC(=O)Cc1[nH]nc2c1C(c1cc(OC)ccc1OC)C(C#N)=C(N)O2 (centres undefined)	1.1	-0.9	7.4	2.7	-0.2	-0.7	90.0	-7.6	22.2	-1.4
COCCNC(=O)CN(C(=O)CCC(=O)Nc1ccccn1)c1ccc(C)cc1	-15.9	-4.0	-1.4	14.0	-0.2	1.8	97.0	-19.0	-5.2	1.2
CCOC(=O)/C(=C\C=C1/Sc2ccccc2N1CC)C(C)=O	-0.6	8.7	-2.2	-2.8	-0.1	-5.8	116.0	-21.6	-10.7	0.0
Cn1cc(CN2CCC(C(=O)NC(c3ccc(F)cc3)c3ccc4ccccc4n3)CC2)c2ccccc21 (centres undefined)	12.3	37.2	-12.2	-29.4	-0.9	-3.7	95.0	-3.6	-4.9	-4.0
O=C(COC(=O)[C@H](Cc1ccccc1)NC(=O)c1ccco1)NCc1ccccc1	-1.2	-3.6	-1.5	4.3	-0.3	3.5	101.0	-3.4	1.7	-0.8
Cc1ccc(-c2cc(C(=O)N3CCN(C(=O)c4ccco4)CC3)[nH]n2)c(C)c1	0.4	-2.0	-9.6	2.7	0.1	3.1	99.0	-2.7	-5.4	-0.4
O=C(NC(Cc1c[nH]c2ccccc12)C(=O)OCC(=O)c1cccc2ccccc12)c1cccs1 (centres undefined)	1.1	-7.3	-8.7	-4.2	0.1	0.0	94.0	-5.1	3.0	13.4
CC(C)(C)NC(=O)C(c1ccncc1)N(Cc1cccs1)C(=O)Cn1nnc(-c2ccc(F)cc2)n1 (centres undefined)	0.9	1.3	-2.9	9.7	0.0	5.2	100.0	-3.9	4.8	-1.9
O=C(NNS(=O)(=O)c1ccc(Cl)cc1)c1cccs1	-5.9	0.0	4.0	6.0	-0.2	1.0	97.0	-3.9	-6.0	-0.3
COc1ccc(Nc2nc3ccccc3nc2-n2nc(C)cc2C)cc1	1.7	1.6	-1.6	-7.8	0.0	3.9	97.0	-6.1	1.6	5.2
COc1ccc(OCC(=O)Nc2nnc(C)s2)cc1	5.5	0.0	-2.1	11.1	-0.2	1.7	102.0	nt	-6.5	1.8

Part of the list above in order of formula weight, falling.
SMILES	PDI turbidity	Exocytosis inh	HTR2A ag	H9c2 protect	aDG glyco act	N-glyco inh	ABCB6 inh MLPCN	CaV13 ICDI inh	Vif imaging	iPSC survival up
O=C(NC(Cc1c[nH]c2ccccc12)C(=O)OCC(=O)c1cccc2ccccc12)c1cccs1 (centres undefined)	1.1	-7.3	-8.7	-4.2	0.1	0.0	94.0	-5.1	3.0	13.4
COc1ccc(Nc2nc3ccccc3nc2-n2nc(C)cc2C)cc1	1.7	1.6	-1.6	-7.8	0.0	3.9	97.0	-6.1	1.6	5.2
COc1ccc(OCC(=O)Nc2nnc(C)s2)cc1	5.5	0.0	-2.1	11.1	-0.2	1.7	102.0	nt	-6.5	1.8

Screening data as filed in PubChem.
